# DT40 TDP1 CPT: qHTS for Inhibitors of human tyrosyl-DNA phosphodiesterase 1 (TDP1): qHTS in cells in presence of CPT. chicken DT40 Tdp1-/-;hTDP1 cells + 20 nM CPT, ATP luminescence, 48 h. Potency, µM (doses to about 46.2 µM), for inactives: at the highest dose activity change, negative = growth inhibition, hits mostly inhibitors. hit rate 12% among 420,000. AID 686979, 2013; note: nearly all actives have a fitted effect of over 55% in size
#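 Chicken DT40 Tdp1-/- cells stably complemented with human TDP1 were seeded at 400 cells/well in medium containing 20 nM camptothecin, exposed to pin-transferred compounds, and grown at 37 °C for at least 48 hr. Viability was read as ATP luminescence.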
# TDP1 inh: qHTS Assay for Inhibitors of Tyrosyl-DNA Phosphodiesterase (TDP1) | recombinant TDP1, AlphaScreen DNA substrate cleavage | hit rate 0.28% among 350,000 | Tyrosyl-DNA phosphodiesterase 1 (Homo sapiens), Q9NUW8 | Potency, µM (top dose mostly 130 µM), without a hit: top-dose activity change, negative = inhibition, usual class: inhibitors; note: nearly all actives have a fitted effect of over 40% in size
# Target sequence (Q9NUW8 whole entry, looked up): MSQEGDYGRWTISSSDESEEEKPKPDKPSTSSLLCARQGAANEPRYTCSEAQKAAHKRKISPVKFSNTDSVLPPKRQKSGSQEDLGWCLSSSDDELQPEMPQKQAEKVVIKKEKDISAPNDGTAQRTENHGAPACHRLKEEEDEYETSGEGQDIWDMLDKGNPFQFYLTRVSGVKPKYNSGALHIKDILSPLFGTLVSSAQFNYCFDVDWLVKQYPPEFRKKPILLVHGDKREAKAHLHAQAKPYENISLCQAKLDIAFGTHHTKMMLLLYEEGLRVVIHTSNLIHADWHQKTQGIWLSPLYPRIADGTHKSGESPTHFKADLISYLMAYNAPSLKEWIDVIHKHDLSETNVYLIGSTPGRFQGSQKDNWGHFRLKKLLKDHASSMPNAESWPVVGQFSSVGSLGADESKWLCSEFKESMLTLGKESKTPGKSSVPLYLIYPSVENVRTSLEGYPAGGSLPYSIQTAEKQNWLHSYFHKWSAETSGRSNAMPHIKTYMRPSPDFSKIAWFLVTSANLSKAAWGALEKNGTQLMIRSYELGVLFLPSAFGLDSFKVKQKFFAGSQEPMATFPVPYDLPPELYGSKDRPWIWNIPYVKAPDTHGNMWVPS
#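 Signal: AlphaScreen proximity between streptavidin donor and anti-FITC acceptor beads on intact substrate. Reaction: Tdp1 1 nM, substrate 15 nM final, 5 min RT after 15 min compound preincubation.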
# DT40 TDP1 no CPT: qHTS for Inhibitors of human tyrosyl-DNA phosphodiesterase 1 (TDP1): qHTS in cells in absence of CPT | hit rate 15% among 420,000 | DT40 Tdp1-/- hTDP1 cells, no CPT, ATP luminescence, 48 h | Potency, µM (top dose mostly 46.2 µM), without a hit: top-dose activity change, negative = growth inhibition, actives largely listed as inhibitors; note: nearly all actives have a fitted effect of over 55% in size
#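 Chicken DT40 Tdp1-/- cells stably complemented with human TDP1 were seeded at 400 cells/well with DMSO in place of 20 nM camptothecin. After compound pinning, cells grew at least 48 hr at 37 °C; viability read by CellTiter-Glo luminescence.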
# Active calls of the source: *; ? = inconclusive; . = no result given; [ ] = dose if it differs, or a comment. Calls come from the whole dose curve; as a rule, active = well fitted curve in the direction sought with a large enough effect; inconclusive = small, poorly fitted or top-dose-only effect, or another doubt; inactive = no such curve, though single readings can be large; an effect the other way counts as inactive or inconclusive. % is set by controls: 0 for no effect and ±100 for the full control effect; potency is the fitted concentration of half-maximal effect.
canonical_smiles	DT40 TDP1 CPT	TDP1 inh	DT40 TDP1 no CPT
COc1cccc(-c2cc(C(F)(F)F)n3ncc(S(=O)(=O)c4ccccc4)c3n2)c1	-15%	2%	-17%
O=S(=O)(Nc1nc2ccccc2nc1Cl)c1ccccc1C(F)(F)F	-30%	8%	?
N#Cc1ccc(NC(=S)NC(=O)C2CCCCC2)cc1	?	-2%	?
CC(=O)Nc1ccc(NC(=O)CSc2nnc(-c3ccco3)n2Cc2ccco2)cc1	?	1%	?
Cc1cccn2c(=O)c3cc(C#N)c(=N)n(CCN4CCOCC4)c3nc12	-4%	2%	1%
CCN1/C(=C2/SC(=S)N(NC(C)=O)C2=O)Sc2ccc(OC)cc21	?	.	?
CCCCNC(=O)Cn1c(=O)cc(C)c2c(C)nn(-c3ccc(CC)cc3)c21	-16%	2%	-18%
O=C(NCCCO)C(=O)NCCc1ccc(Cl)cc1	7%	-1%	11%
CC(C)(C)NC(=O)CN1CCCN(C(=O)c2cccc(S(=O)(=O)N3CCc4ccccc43)c2)CC1	?	5%	?
Cc1c(NC(=O)C2CCCCN2S(=O)(=O)c2ccc(Cl)cc2)c(=O)n(-c2ccccc2)n1C (configuration not stated)	-9%	-1%	-18%
COc1cccc2cc(-c3cn4cccc(C)c4n3)c(=O)oc12	-28%	.	?
CC1C=CCC2C(=O)N(c3cccc(C(=O)Nc4ccc(F)cc4)c3)C(=O)C12 (configuration not stated)	-25%	4%[56.1 µM]	-15%

# Molecules listed so far that have a CF3 group (2):
canonical_smiles	DT40 TDP1 CPT	TDP1 inh	DT40 TDP1 no CPT
COc1cccc(-c2cc(C(F)(F)F)n3ncc(S(=O)(=O)c4ccccc4)c3n2)c1	-15%	2%	-17%
O=S(=O)(Nc1nc2ccccc2nc1Cl)c1ccccc1C(F)(F)F	-30%	8%	?

# Later entries.
canonical_smiles	DT40 TDP1 CPT	TDP1 inh	DT40 TDP1 no CPT
NC1=NC[C@H](Cc2ccccc2)N1CCc1cccc(F)c1	13µM*	4%	12µM*
Cc1ccc(NC(=O)COC(=O)CCn2c(C)csc2=O)cc1S(=O)(=O)N1CCOCC1	3%	0%	-1%
CC1CCC(NC(=O)COC(=O)C2=NN(c3ccccc3)C(=O)CC2)CC1 (configuration not stated)	-10%	0%	11%
COc1ccc2c(c1)C1CC(C)(NC(=O)C1S(=O)(=O)c1ccc(F)cc1)O2 (configuration not stated)	?	5%	-23%
COc1ccc(/C=C(\NC(=O)c2cccs2)C(=O)NC(C)(C)C)cc1OC	2%	.	-5%
CCOC(=O)c1c(NC(=O)CSc2nnc(-c3ccco3)o2)sc(C(C)=O)c1C	?	4%	13µM*
Cc1cc(C(=O)N/N=C/c2ccc(OCc3ccccc3)cc2)c(C)o1	?	1%	16µM*
c1cncc(-c2ccc3ncnc(NCCN4CCOCC4)c3c2)c1	?	.	?
O=C1C=CC2(C=C1)O[C@H](Cc1ccccc1)[C@@H](Cc1ccccc1)O2	1µM*	.	0.65µM*
CC(C)NC(=O)C1CCN(C(=O)N(C)C)CC1	6%	0%	-3%
COC(=O)CS(=O)(=O)c1nc2ccccc2nc1N1CCCCC1	21µM*	-1%	13µM*
CCN1C(=O)CC(c2ccc(OC(C)C)cc2)C1=O (configuration not stated)	4%	.	-1%
COc1ccc(-n2nc(C(=O)NCC(=O)NC3CCCCCC3)c3ccccc3c2=O)cc1OC	-13%	.	?
Cn1nc(C(=O)NCC(c2cccs2)N2CCOCC2)c2ccccc2c1=O (configuration not stated)	26µM*	1%	16µM*
CCC(CCc1ccccn1)C(=O)c1ccccc1 (configuration not stated)	-22%	.	-22%
CC(C)(C)NC(=O)NC(=O)COC(=O)Cn1cnc2ccccc2c1=O	-14%	-6%	-4%
COc1ccc(C(=O)NC(C)c2ccc(-n3ccnc3)cc2)cc1[N+](=O)[O-] (configuration not stated)	?	7%	?
CCc1ccc(NC(=O)c2nc3nc(C)cc(C(F)F)n3n2)cc1	?	-7%	?
CCN(C(=O)Cn1cc(C(=O)c2ccc(F)cc2)c(=O)c2ccc(C)nc21)c1cccc(C)c1	16µM*	-2%	?
COc1cc(Br)cc(CNc2ccc(F)c([N+](=O)[O-])c2)c1O	?	-4%	?
Cc1ccc(NC(=S)NCCc2c[nH]c3ccccc23)c(C)c1	13µM*	3%	21µM*
Cc1ccc(C(=O)Nc2ccc(C(=O)N/N=C/c3cccnc3)cc2)cc1	12%	?	-1%
COc1ccc(CNCCNC(=O)c2nonc2N)cc1OC	-1%	4%	-19%
Cc1nc(-c2ccc(S(=O)(=O)Nc3cc(S(=O)(=O)N(C)C)ccc3C)s2)cs1	-3%	1%	-30%
S=C(NCCN1CCOCC1)Nc1cccc(Cl)c1	5%	5%	3%
COc1cc2c(cc1OC)CN(C(=O)CSc1nnc3scc(-c4ccccc4)n13)CC2	?	-8%	-29%
COc1ccc(-c2noc(N3CCC(C(=O)NCCCN4CCC(C)CC4)CC3)n2)cc1	-11%	.	?
COc1cc2c(cc1OC)CN(CC(=O)Nc1cccc(C)c1)CC2	-9%	10%	?
COc1cc(Nc2nc3ccccc3n3nnnc23)cc(OC)c1OC	8.2µM*	7%	9.2µM*
CCCCn1c(N)c(N(CCOC)C(=O)c2nn(CC)c(=O)c3ccccc23)c(=O)[nH]c1=O	-30%	.	-1%
Cc1cc(C)n(CC(O)COCc2ccccc2)n1 (configuration not stated)	12%	1%	-9%
COc1ccc(CCC(=O)NCCS(=O)(=O)N2CCN(c3ccc(OC)cc3)CC2)cc1	?	1%	-19%
COc1cc(C(=O)NC2CCCc3c2cnn3-c2ccccc2F)cc(OC)c1OC (configuration not stated)	10µM*	2%	2.9µM*
CCOC(=O)CNC(=O)CNC(=O)c1ccc(OC(C)C)cc1	0%	.	-2%
CCOCC(=O)Nc1nc2ccccc2s1	-10%	1%	-21%
COc1cc(C(=O)NNC(=S)NC(=O)c2ccc(F)cc2)cc(OC)c1OC	29µM*	3%	?
CCOc1ccc(C2c3[nH]c4ccccc4c3CCN2Cc2cccn2-c2ncccn2)cc1 (configuration not stated)	21µM*	.	13µM*
CCOc1ccc(C(=O)NC(=S)NCCCN2CCOCC2)cc1	2%	3%[56.1 µM]	15%
Cc1ccc(F)c(S(=O)(=O)NC(=O)C2(C)CCN2C(=O)CCc2cccs2)c1 (configuration not stated)	-16%	.	-14%
CCOCCCNC(=O)C(c1ccc(OC)cc1)N(Cc1ccc2c(c1)OCO2)C(=O)c1ccc(NC(C)=O)cc1 (configuration not stated)	-3%	-3%	-20%
Cc1ccc2c(CC(=O)NNC(=O)c3ccccc3O)coc2c1	?	0%	26µM*
CCOC(=O)c1sc(-c2ccc(F)cc2)cc1NC(=O)Nc1ccccc1OC	16µM*	0%	?
Cc1c(O)nc(SCC(=O)Nc2ccc3c4c(cccc24)CC3)n(-c2ccc(F)cc2)c1=O	1%	2%	1%
COc1ccc(C(=O)NCC(c2ccc(N(C)C)cc2)N2CCCC2)cc1 (configuration not stated)	?	3%	?
CCOC(=O)C1CCN(C(=O)c2cccnc2Oc2ccccc2)CC1	-4%	.	-13%
CCOC(=O)C1(Cc2ccccc2C)CCCN(C(=O)c2cc(C3CC3)[nH]n2)C1 (configuration not stated)	-24%	.	?
Fc1ccc(N2C(=S)SC(=Nc3ccccc3)C2=Nc2ccccc2)cc1	?	.	?
CC(=O)Nc1ccc(S(=O)(=O)N[C@@H](C)C(=O)OCc2cc([N+](=O)[O-])cc3c2OCOC3)cc1	-7%	1%	15%

# An excerpt from above, reduced to DT40 TDP1 CPT:
Compound,DT40 TDP1 CPT
CCOC(=O)C1CCN(C(=O)c2cccnc2Oc2ccccc2)CC1,-4%
CC(=O)Nc1ccc(S(=O)(=O)N[C@@H](C)C(=O)OCc2cc([N+](=O)[O-])cc3c2OCOC3)cc1,-7%
CCOCCCNC(=O)C(c1ccc(OC)cc1)N(Cc1ccc2c(c1)OCO2)C(=O)c1ccc(NC(C)=O)cc1 (configuration not stated),-3%
CCOC(=O)c1sc(-c2ccc(F)cc2)cc1NC(=O)Nc1ccccc1OC,16µM*
COc1ccc(C(=O)NCC(c2ccc(N(C)C)cc2)N2CCCC2)cc1 (configuration not stated),?
CCOC(=O)C1(Cc2ccccc2C)CCCN(C(=O)c2cc(C3CC3)[nH]n2)C1 (configuration not stated),-24%
Cc1ccc2c(CC(=O)NNC(=O)c3ccccc3O)coc2c1,?

# Carrying on:
canonical_smiles	DT40 TDP1 CPT	TDP1 inh	DT40 TDP1 no CPT
COc1cc(NS(=O)(=O)c2ccc(N=Cc3c(C)[nH]n(-c4ccccc4)c3=O)cc2)nc(OC)n1	-17%	6%	-22%
CCN(C(=O)Cc1c(C(=O)O)n(CC)c2ccccc12)c1ccccc1C	9%	.	-6%
COc1ccc(NC(=O)c2ccco2)cc1NC(=O)c1cccc(C)c1OC	21µM*	4%	12µM*
Cc1[nH]ccc(=O)c1OCc1c(Cl)cccc1Cl	-22%	3%	-6%
O=C(CN1C(=O)c2ccccc2C1=O)NCc1ccccn1	10%	2%	2%
CSCc1cc(N2CCOCC2)nc(SCc2ccc(Cl)cc2Cl)n1	?	-8%	?
CS(=O)(=O)N1CCC(C(=O)Nc2ccc(Cl)c(Cl)c2)CC1	?	-3%	?
CC(=O)c1ccc(NS(=O)(=O)c2cc3[nH]c(=O)c(=O)[nH]c3cc2C)cc1	12%	4%	30%[activator]
CC1CC(C)CN(CC(C)(C)NS(=O)(=O)c2ccc(Cl)cc2)C1 (configuration not stated)	?	2%	?
Cc1cccc(OCC(O)Cn2c(-n3nc(C)cc3C)nc3c2c(=O)[nH]c(=O)n3C)c1 (configuration not stated)	-21%	2%	?
CC[N+]1(CC)CC2=Cc3c(ccc4ccccc34)CC2C1 (configuration not stated)	?	6%	21µM*
Cc1ccc(NC2SC(=O)N(CC(=O)O)C2=O)cc1 (configuration not stated)	10%	2%	5%
O=C(Nc1ccccc1)NC1CCS(=O)(=O)C1 (configuration not stated)	-2%	1%	2%
COc1ccc(N(CC(=O)NC2CCCC2)C(=O)CCC(=O)Nc2cc(C)on2)cc1	0%	.	-13%
CCc1ccc(C2CC(=O)N(c3cccc(F)c3)C3=C2C(=O)OC3)cc1 (configuration not stated)	-10%	3%	23%
Cc1cc(N=Cc2cc(Br)ccc2O)no1	-15%	4%	-2%
Cc1cc(=O)n(CC(=O)Nc2cccc([N+](=O)[O-])c2)c(-n2nc(C)cc2C)n1	21µM*	3%	?
N#C/C(=C\c1ccc(-c2ccc(C(=O)O)cc2)o1)c1nc2ccccc2[nH]1	?	0%[12.3 µM]	?
CC(=O)c1ccc(OCC(O)CN2CCN(S(=O)(=O)c3cccc(Br)c3)CC2)cc1 (configuration not stated)	?	-12%	-22%
O=C(NC(Cc1ccccc1)C(=O)O)OCc1ccccc1 (configuration not stated)	-11%	2%	-3%
CCOC(=O)C1=C(CS(=O)(=O)c2ccccc2)NC(=O)NC1c1ccccc1OC (configuration not stated)	?	3%	?
CC(C)(C)C(=O)CN1C(=O)NC(c2ccccc2)(c2ccccc2)C1=O	-12%	15%	?
Cn1c(=O)c2[nH]c(CNCc3ccccc3Cl)nc2n(C)c1=O	3.7µM*	14%	3.3µM*
CCOc1cccc(Oc2ncccc2C(=O)/C(C#N)=C/N(C)C)c1	11%	-4%	1%
COc1ccc(C)cc1N(C)C(=O)CCc1nc(-c2ccccc2F)no1	18µM*	2%	?
COC(=O)c1cc(/C=C/c2ccccc2)[nH]n1	-4%	.	-29%
CCCOC(=O)c1c(NC(=O)C2CCCO2)sc(C(=O)OC)c1C (configuration not stated)	?	5%	?
CCOc1ccc(C(=O)NCCCN(CC)CC)cc1	-4%	-2%	2%
COc1ccccc1N(C)S(=O)(=O)c1ccc(C(=O)Nc2nnc(C)s2)cc1	2%	1%[0.505 µM]	-21%
Cc1cccc(OCC(=O)OCc2cc(=O)n3nc(-c4cccs4)sc3n2)c1	-10%	2%	2%
CCCCOC(=O)C(C)Nc1n[nH]c(=O)[nH]c1=O (configuration not stated)	0%	0%	9%
Cc1csc(SCC(=O)Nc2ccc(S(=O)(=O)N3CCCC3)cc2)n1	18µM*	7%	-20%
c1ccc(OCc2nn3c(-c4n[nH]c5c4CCC5)nnc3s2)cc1	?	?	?
CCCN(CCC)c1c([N+](=O)[O-])c(=O)oc2ccccc12	28%	1%	-7%
Cn1c(C=O)c(C#CC(C)(C)O)c2ccccc21	?	-4%	?

# Screens as filed in PubChem.
